Assay outcomes: PubChem, Sanford-Burnham Center for Chemical Genomics
hIAP act – human IAP activation | AID 2524 | P09923 | purified human IAP, CDP-Star luminescence, 30 min; hits give high values; 1 = vehicle-only enzyme, 0 = enzyme-free background | actives 0.16% (n = 330,000) | activation factor at 10 µM;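 active means activation factor of the enzyme at least 2-fold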; further: the source names both 10 and 20 µM as test concentration; values of inactives mirror those of a sister screen read the other way
mIAP act – mouse IAP activation; muIAP, CDP-Star luminescence, 30 min; hits give high values; 1 = vehicle-only enzyme signal, 0 = enzyme-free wells; actives 0.24% (n = 330,000); activation factor at 10 µM;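 active means activation factor of at least 2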; further: the source names both 10 and 20 µM as test concentration; values of inactives mirror those of a sister screen read the other way
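System: Mouse IAP enzyme | Also added: CDP-Star substrate | Dosing: Compounds dispensed in DMSO | Schedule: 30 min enzyme-substrate-compound incubation at room temperature | Technique: Chemiluminescence readout | Control set: DMSO-only wells and no-enzyme negative control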
APOBEC3G inh – blocks human APOBEC3G single-stranded DNA deamination; actives 0.28% (n = 330,000); AID 493012; inhibition, % at 20 µM; recombinant A3G, ssDNA deamination FAM/TAMRA fluorescence;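 active means inhibition of at least 40% at 20 µM, with no more than 30% in the related APOBEC3A deaminase screen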;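 further: plate controls were DMSO wells with A3G for no effect and wells lacking A3G enzyme for full effect; some compounds called inactive have numbers as strong as hits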
Target sequence (Q9HC16 whole entry, looked up): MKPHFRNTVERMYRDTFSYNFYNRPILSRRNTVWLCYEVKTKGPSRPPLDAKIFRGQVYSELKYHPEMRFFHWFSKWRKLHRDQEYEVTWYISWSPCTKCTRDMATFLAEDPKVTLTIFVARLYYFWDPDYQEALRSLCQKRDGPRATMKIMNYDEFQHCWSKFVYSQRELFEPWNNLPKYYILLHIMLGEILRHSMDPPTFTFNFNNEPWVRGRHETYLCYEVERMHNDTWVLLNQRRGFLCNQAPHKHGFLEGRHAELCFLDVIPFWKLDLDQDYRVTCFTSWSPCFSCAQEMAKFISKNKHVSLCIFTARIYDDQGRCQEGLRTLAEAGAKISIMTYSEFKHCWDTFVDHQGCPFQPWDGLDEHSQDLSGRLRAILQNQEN
mIAP block – blocks mouse intestinal alkaline phosphatase; purified mouse IAP, CDP-Star luminescence, 30 min; inhibition, % at 10 µM; actives 0.2% (n = 330,000);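 active means inhibition of at least 40% at 10 µM in the primary screen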;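 further: plate controls were DMSO with enzyme for no effect and no enzyme wells for full effect; values of inactives mirror those of a sister screen read the other way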
A3A deaminase – inhibitors of human APOBEC3A DNA deaminase; P31941; recombinant A3A, FAM/TAMRA ssDNA deamination fluorescence; inhibition, % at 20 µM; actives 0.41% (n = 330,000); AID 493011;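 active means at least 40% inhibition at 20 µM here, with at most 30% in a related deaminase screen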;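 further: plate controls were A3A with DMSO for no effect and wells lacking A3A enzyme for full effect; some results filed as inactive read as strong as hits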
Target sequence (P31941 whole entry, looked up): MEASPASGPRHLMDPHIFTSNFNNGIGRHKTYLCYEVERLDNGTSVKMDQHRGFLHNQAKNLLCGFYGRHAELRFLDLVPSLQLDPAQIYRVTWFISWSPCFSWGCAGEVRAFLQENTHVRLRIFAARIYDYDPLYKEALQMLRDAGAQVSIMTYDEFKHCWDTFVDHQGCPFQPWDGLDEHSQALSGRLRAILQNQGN
beta cell repl – induces beta-cell replication in MIN6 cells | MIN6 cells proliferation, ATPlite luminescence, 48 h; cells starved in 0.2% serum; 100% = growth in 10% serum | proliferation, % at 10 µM | actives 0.29% (n = 330,000) | AID 2380;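 active means compounds whose signal lies at least 3.5 SD above the mean of all wells on their plate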;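 further: 0% = DMSO-treated cells in low-serum medium and 100% = 10% serum control; some compounds called inactive have numbers as strong as hits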
hIAP block – blocks human intestinal alkaline phosphatase; inhibition, % at 10 µM; purified IAP, CDP-Star luminescence, 30 min; P09923; actives 0.12% (n = 330,000);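 active means inhibition reaching a set limit with compound at 10 µM in the primary screen, cut at about 35% in these data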;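 further: plate controls were DMSO wells with enzyme for no effect and no-enzyme buffer wells for full effect; values of inactives mirror those of a sister screen read the other way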
GRIN3A LBD mod – modulators (binders) of human NR3A ligand-binding domain | NR3A LBD differential scanning fluorimetry, Tm shift; 0% = protein alone, 100% = glycine-bound protein | actives 2.5% (n = 340,000) | Tm shift relative to glycine control, % at 25 µM;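 active means melting temperature shift of at least 10% of the positive control shift, at one fixed dose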
MPTP inh – blocks calcium-induced mitochondrial swelling; AID 602449; inhibition, % at 10 µM; actives 1.4% (n = 360,000); isolated mouse mitochondria, Ca2+ swelling absorbance, 30 min;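 active means inhibition of 50% or more, scaled per plate between neutral and stimulator controls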;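 further: 0% = DMSO wells given calcium and 100% = 1 mM EGTA wells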
Active calls of the source: *; · = no result given. This is a random part of the collection; any-hit rate near 5%.

SMILES	hIAP act	mIAP act	APOBEC3G inh	mIAP block	A3A deaminase	beta cell repl	hIAP block	GRIN3A LBD mod	MPTP inh
O=C(COc1cccnc1[N+](=O)[O-])NCCc1ccc(F)cc1	1	1.1	-15	-7	-2	-2	-2	-1	1.1
Cc1ccc2c(c1)C(O)(CC(=O)/C=C/C=C/c1ccccc1)C(=O)N2 (stereo unspecified)	1.2	1	-7	-3	1	0	-16	1	1.0
Cc1nn(CC(=O)N(C)C2CCC(C)CC2)c(C)c1S(=O)(=O)N(C)C (stereo unspecified)	0.95	0.94	2	6	7	-2	5	-1	-0.1
CC(C)CC(COCc1ccc(C(F)(F)F)cc1)N1CCN(C(=O)c2ccc(C(F)(F)F)cc2)CCC1=O (stereo unspecified)	0.97	0.97	-11	3	0	-8	3	-13	-0.7
Cc1cccc(-n2c(SCC(=O)NC3CCCC3)nnc2-c2ccoc2C)c1	0.99	1	-4	0	1	-3	1	-2	0.7
CCc1ccc(OC(=O)c2ccn(CC)n2)cc1	1.1	1	-2	-1	-5	-4	-11	0	-1.0
OC(COCCOc1ccc(Br)cc1)CN1CCCCC1 (stereo unspecified)	0.89	1	-2	0	-2	0	11	-4	0.3
O=[N+]([O-])c1ccc(-c2cn3ccccc3n2)cc1	1.2	0.91	-8	9	0	-2	-22	1	1.1
COC(=O)[C@]1(Cc2ccccc2)N[C@H](CN(C)C(=O)Nc2ccc(OC)cc2)[C@@H]2C(=O)N(Cc3ccccc3)C(=O)[C@@H]21	1.1	1.1	5	-15	-1	-3	-10	2	0.6
COc1ccccc1OCC(=O)NC1CCCCCCC1	0.84	0.81	-1	19	1	-1	16	-4	-0.7
O=C(CCN1CCN(c2ccccc2)CC1)Nc1ccc(Cl)cc1	1.2	1.1	1	-6	4	-1	-20	1	1.2
O=C(NCCc1ccccc1)c1ccccc1NC(=O)C1CCCO1 (stereo unspecified)	0.94	0.93	-6	7	-3	2	6	-1	1.3
O=C(c1cc2ccccc2oc1=O)N(Cc1cccc(Br)c1)C1CCS(=O)(=O)C1 (stereo unspecified)	1	1.1	6	-6	6	0	-1	1	-1.3
Nc1c(Cl)cc(Cl)cc1C(=O)OCC(=O)NC1CC1	0.93	1	-3	0	2	-1	7	-1	-0.6
C=CCS/C(=N\n1cnc2ccccc2c1=O)N1CCCCC1	1	0.97	-11	3	-7	-2	-1	-2	-0.4
CN(CC(=O)Nc1ccccc1Cl)C(=O)c1cccc(S(=O)(=O)N2CCN(c3ccc(F)cc3)CC2)c1	1.3	1.1	4	-6	3	-5	-30	-2	4.9
O=C(C1CCC(CNS(=O)(=O)c2cccc3cccnc23)CC1)N1CCCC1 (stereo unspecified)	1	0.96	-4	4	-1	0	-4	1	-1.0
CCOC(=O)C(CC)(CCC(=O)O)c1csc(N)n1 (stereo unspecified)	0.95	0.97	-1	3	4	-5	5	-1	0.1
CC(=O)Nc1ccc(S(=O)(=O)NCC2CCC(C(=O)NCCC(C)C)CC2)cc1 (stereo unspecified)	0.94	1	0	-2	1	-3	6	0	-2.0
COc1ccc2oc(C(=O)OCC(=O)N(Cc3ccccc3)C(C)(C)C)c(C)c2c1	1.2	0.91	-8	9	2	-6	-21	-1	1.4
COc1ccc(-n2ccc(=O)c(C(=O)O)n2)c(OC)c1	0.9	0.99	-7	1	0	0	10	3	0.3
COC1=Cc2c(ccc3ccc(=O)oc23)OC1(C)C	1.2	1.1	-2	-6	-2	1	-20	0	2.3
O=C(NCC(=O)N1CCN(c2ccccc2F)CC1)c1ccc(Br)o1	1.1	0.99	-10	0	-1	-3	-13	0	-0.3
Cc1ccc(C(=O)C2CCN(CC(=O)NC3CCCC3)CC2)cc1	1.1	1.1	28	-10	2	0	-6	0	-0.8
O=C(Cc1ccccc1)NCC(=O)OCc1cccc([N+](=O)[O-])c1	1	0.96	-2	4	2	-3	-2	-1	-0.7
Next part
SMILES	hIAP act	mIAP act	APOBEC3G inh	mIAP block	A3A deaminase	beta cell repl	hIAP block	GRIN3A LBD mod	MPTP inh
Cc1nn(C(=O)c2ccco2)c(C)c1Sc1ccccc1	1.2	0.95	-4	5	0	1	-20	5	1.8
CC1(c2nnc(Cc3ccccc3)o2)CC(c2ccccc2F)=NO1 (stereo unspecified)	0.99	1	-12	0	-4	2	1	0	0.4
CCOc1ccc(NS(=O)(=O)c2csc(C(N)=O)c2)cc1	1	1	-5	-3	-3	1	-3	0	-0.4
CCOc1ccc(N=C2SC(C(=O)O)CC(=O)N2C)cc1 (stereo unspecified)	0.98	0.94	-1	6	0	-3	2	2	0.6
CC(=O)c1coc2ccc(OCCN3CCCCC3)cc12	1	1.1	-7	-7	-3	-2	-3	-2	0.1
O=C(Oc1ccc(/C=N/NC(=O)c2ccccn2)cc1)c1cccc(Br)c1	1.4	0.92	-6	8	-4	-4	-38	-7	-1.0
Cc1cc2cc(C)c3nnc(SCC(=O)N4CCCc5ccccc54)n3c2cc1C	1.1	0.95	-5	5	6	3	-7	·	·
CC(=O)c1ccc(S(=O)(=O)N2CCN(CC#N)CC2)cc1	1	1.1	9	-6	8	-3	-2	-1	0.0
O=C(NCCCc1ccccc1)c1c(O)nc2sccn2c1=O	1.1	0.92	-8	8	-2	-7	-13	0	0.7
COc1ccc(OCCNC(=O)c2ccccc2OCC(=O)N2CCCCC2)cc1	0.89	0.99	-3	0	3	2	11	1	-2.1
Cc1c(NC(=O)CCC(=O)N2CCOCC2)c(=O)n(-c2ccccc2)n1C	1.1	1.1	-9	-10	-5	-2	-10	3	-4.9
CCOc1ccc(NC(=O)CN(C)C(=O)CSCc2cccc(C)c2)cc1OCC	0.96	1	-7	-2	1	1	4	1	2.7
CCC(=NCCc1ccccc1)C1=C(O)CCC1=O	0.93	0.97	-7	3	-4	-1	7	-4	-2.2
COc1ccc(N2Cc3ccccc3C2=NC(=O)c2cncc(Br)c2)cc1	0.98	1	-10	-2	-3	-2	2	1	-1.4
N#Cc1ccc(C2=NC(C(F)(F)F)(C(F)(F)F)c3c(n(Cc4ccco4)c(=O)[nH]c3=O)N2)cc1	0.76	0.95	-5	5	-3	-4	24	12*	84*
Cc1ccc(C(=O)/C=C/c2cc(Br)cc(Br)c2O)o1	0.77	0.91	8	9	9	-6	23	-14	3.3
CC(C)NC(=O)C(=O)NCCCN1CCOCC1	1	1	0	0	7	-1	-5	-2	-1.1
COc1ccc(N2CCN(C(=O)CSc3nc4cc(OC)c(OC)cc4cc3C#N)CC2)cc1	0.85	0.83	6	17	8	1	14	-3	-0.9
Cc1cc(N2CCOCC2)nc2ccc(NC(=O)CCC(=O)N3CCN(c4ccccc4)CC3)cc12	1	1.1	-5	-8	-1	0	-2	3	1.0
Cc1noc(C)c1C(=O)Nc1ccc(-c2nnc3n2CCCCC3)cc1	0.84	1	-2	-4	2	-2	16	0	-2.3
O=C(Nc1ccccn1)C1CCN(S(=O)(=O)c2cccs2)CC1	1.1	0.96	-4	4	-2	-2	-5	-1	0.7
Cc1nn(Cc2ccccc2Cl)c(C)c1C(=O)NCC(c1cccs1)N1CCOCC1 (stereo unspecified)	1	0.97	-7	3	-4	-3	-4	-1	-0.9
COc1ccccc1C(=O)Nc1cccc(C(=O)c2ccccc2)c1	1.1	1	-1	-4	-6	0	-6	-3	0.5
Cc1ccc2nc(NC(=O)CCn3cccc3)sc2c1	0.97	0.93	-4	7	0	-5	3	0	0.7
O=C(CCOc1ccccc1)Nc1ccccc1F	0.92	0.97	-8	2	0	-4	8	1	-1.5

Arranged by number of heavy atoms (rising): part of the list above
SMILES	hIAP act	mIAP act	APOBEC3G inh	mIAP block	A3A deaminase	beta cell repl	hIAP block	GRIN3A LBD mod	MPTP inh
CC(C)NC(=O)C(=O)NCCCN1CCOCC1	1	1	0	0	7	-1	-5	-2	-1.1
CCC(=NCCc1ccccc1)C1=C(O)CCC1=O	0.93	0.97	-7	3	-4	-1	7	-4	-2.2
Cc1ccc2nc(NC(=O)CCn3cccc3)sc2c1	0.97	0.93	-4	7	0	-5	3	0	0.7
CC(=O)c1ccc(S(=O)(=O)N2CCN(CC#N)CC2)cc1	1	1.1	9	-6	8	-3	-2	-1	0.0
O=C(NCCCc1ccccc1)c1c(O)nc2sccn2c1=O	1.1	0.92	-8	8	-2	-7	-13	0	0.7
CC1(c2nnc(Cc3ccccc3)o2)CC(c2ccccc2F)=NO1 (stereo unspecified)	0.99	1	-12	0	-4	2	1	0	0.4
Cc1noc(C)c1C(=O)Nc1ccc(-c2nnc3n2CCCCC3)cc1	0.84	1	-2	-4	2	-2	16	0	-2.3
Cc1c(NC(=O)CCC(=O)N2CCOCC2)c(=O)n(-c2ccccc2)n1C	1.1	1.1	-9	-10	-5	-2	-10	3	-4.9
CCOc1ccc(NC(=O)CN(C)C(=O)CSCc2cccc(C)c2)cc1OCC	0.96	1	-7	-2	1	1	4	1	2.7
Cc1nn(Cc2ccccc2Cl)c(C)c1C(=O)NCC(c1cccs1)N1CCOCC1 (stereo unspecified)	1	0.97	-7	3	-4	-3	-4	-1	-0.9
N#Cc1ccc(C2=NC(C(F)(F)F)(C(F)(F)F)c3c(n(Cc4ccco4)c(=O)[nH]c3=O)N2)cc1	0.76	0.95	-5	5	-3	-4	24	12*	84*
Cc1cc(N2CCOCC2)nc2ccc(NC(=O)CCC(=O)N3CCN(c4ccccc4)CC3)cc12	1	1.1	-5	-8	-1	0	-2	3	1.0

Carrying on:
SMILES	hIAP act	mIAP act	APOBEC3G inh	mIAP block	A3A deaminase	beta cell repl	hIAP block	GRIN3A LBD mod	MPTP inh
CC(=O)Nc1ccc(S(=O)(=O)N(C)CC(=O)OCCOc2cccc(C)c2)cc1	1	0.97	-6	2	-5	-6	-4	-1	-0.7
O=C(N/N=C/C(Cl)=C/c1ccc([N+](=O)[O-])cc1)C(=O)Nc1ccccc1C(=O)O	1.1	0.85	-2	15	6	-6	-11	-1	11
Nn1c(SCC(=O)Nc2ccc(S(N)(=O)=O)cc2)nnc1C(F)(F)F	0.98	0.89	-3	11	4	-1	2	-2	-1.5
O=C(Nc1cccc2ncccc12)c1cccc(F)c1	0.88	0.97	-6	2	-1	-2	12	-1	-3.0
NS(=O)(=O)c1cc(C(=O)OCC(=O)NC2CC2)ccc1Cl	1.3	1	-6	-4	-2	-1	-27	-2	-0.4
CS/C(=C(/C#N)S(=O)(=O)c1ccc(Cl)cc1)N1CCOCC1	1.3	0.95	4	5	1	-2	-28	3	2.1
CC(=O)c1ccc(NC(=O)C2CCCN2S(=O)(=O)c2cccc3cccnc23)cc1 (stereo unspecified)	0.91	1.1	2	-6	-2	-1	9	-1	-0.9
COc1ccc(CC(=O)NCC(=O)Nc2ccccc2Br)cc1	0.93	1.2	0	-16	2	4	7	-2	0.3
COCCn1nnnc1C(c1cccc(OC)c1OC)N1CCN(C(=O)c2ccco2)CC1 (stereo unspecified)	0.95	0.99	-7	1	-2	0	5	1	-2.5
CC(C)Cn1c(=O)c(C(=O)Nc2cnccn2)c(O)c2ccccc21	1.1	0.98	2	2	-2	-6	-9	1	13
O=C(CCOc1ccccc1)Nc1ccnn1C1CCN(Cc2ccc(F)cc2)CC1	0.84	1.2	19	-21	1	-4	16	1	0.8
Cc1cc(C(=O)CSc2nnnn2C)c(C)n1C1CC1	0.99	1	29	-3	-6	1	1	0	-0.4
CC(C)Sc1nc(N2CCOCC2)c2c3c(sc2n1)COC(C)(C)C3	0.74	0.93	-9	7	-2	-3	26	-1	3.4
